Source: PubChem
TEAD-YAP block = TEAD-YAP interaction inhibition, primary screen, TEAD-YAP interaction inhibitor project, luminescence, HEK-TIYL cells; 640,000 compounds, 1.4% hits; TEAD-Gal4/YAP UAS-luciferase luminescence; AID 1259422, 2018; inhibition, % at 9.12 µM; in the data active = inhibition above about 32%;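 also: 0% = median of test compound wells and 100% = reference inhibitor wells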
FBW7 act = FBW7 E3 ligase activators, primary screen, biochemical, AlphaScreen, human. normalized activity (activation), % at 26.1 µM. 650,000 compounds, 0.13% hits. AlphaScreen FBW7–phospho-cyclin E peptide binding, activator screen. F-box/WD repeat-containing protein 7 (Homo sapiens), Q969H0; in the data active = normalized activity above about 1.9%;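 also: purified mutant Fbw7 with reduced substrate affinity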
GPR151 ag = activators of human GPR151, primary screen, cell-based, PathHunter beta-arrestin, luminescence; G-protein coupled receptor 151 (Homo sapiens), Q8TDV0; PathHunter beta-arrestin GPR151 cells; activation, % at 11.2 µM; 650,000 compounds, 1% hits; AID 1508602, 2020; in the data active = activation above about 4.9%;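 also: 0% = median of compound wells and 100% = cells with positive control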
Target sequence (Q8TDV0 whole entry, looked up): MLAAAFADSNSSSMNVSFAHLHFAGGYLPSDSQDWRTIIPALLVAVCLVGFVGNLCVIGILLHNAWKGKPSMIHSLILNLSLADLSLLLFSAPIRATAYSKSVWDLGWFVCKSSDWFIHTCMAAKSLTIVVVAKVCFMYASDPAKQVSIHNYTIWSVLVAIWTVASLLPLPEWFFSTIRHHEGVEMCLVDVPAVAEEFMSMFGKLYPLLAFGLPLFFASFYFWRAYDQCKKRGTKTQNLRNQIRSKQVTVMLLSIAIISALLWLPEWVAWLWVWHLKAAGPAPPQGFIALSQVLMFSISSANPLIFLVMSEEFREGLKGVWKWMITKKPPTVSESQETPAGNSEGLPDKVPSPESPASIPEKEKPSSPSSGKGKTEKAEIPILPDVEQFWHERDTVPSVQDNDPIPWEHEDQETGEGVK
MITF primary = MITF inhibitors, primary screen, biochemical, AlphaScreen, human; Microphthalmia-associated transcription factor (Homo sapiens), O75030; AlphaScreen MITF homodimerization, bead proximity signal; inhibition, % at 2.6 µM; 650,000 compounds, 0.91% hits; in the data active = inhibition above about 50%;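 also: 0% = vehicle wells with protein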
Target sequence (O75030 whole entry, looked up): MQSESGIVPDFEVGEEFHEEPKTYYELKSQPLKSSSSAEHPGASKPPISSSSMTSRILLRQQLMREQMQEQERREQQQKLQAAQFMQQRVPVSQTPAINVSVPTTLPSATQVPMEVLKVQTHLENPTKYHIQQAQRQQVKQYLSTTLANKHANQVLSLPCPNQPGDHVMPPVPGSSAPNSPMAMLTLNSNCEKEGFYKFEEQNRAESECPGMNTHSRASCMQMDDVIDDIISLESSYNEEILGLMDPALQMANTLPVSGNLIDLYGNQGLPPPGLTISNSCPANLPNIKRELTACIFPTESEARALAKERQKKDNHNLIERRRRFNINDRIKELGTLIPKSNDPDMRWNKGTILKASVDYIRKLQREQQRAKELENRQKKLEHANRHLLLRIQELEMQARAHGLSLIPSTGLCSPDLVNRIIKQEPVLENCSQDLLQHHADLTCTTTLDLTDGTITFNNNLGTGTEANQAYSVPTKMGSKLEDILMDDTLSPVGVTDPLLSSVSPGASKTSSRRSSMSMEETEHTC
Numbers without * were called inactive; & = joins results of further samples.

Second line of a record – TEAD-YAP block	FBW7 act	GPR151 ag	MITF primary
- CCc1cc(C(=O)N2CCC[C@@H]3CN(C(=O)Cc4ccccc4OC)CC[C@H]32)n(C)n1
    -2	0.0	-0.4	-7
- COc1ccc(C=Nc2ccc(OC(C)=O)cc2)cc1
    -20	-0.3	0.7	-2
- Cc1onc(-c2c(F)cccc2Cl)c1C(=O)NCc1cccs1
    -6	0.2	4.2	-2
- COc1cc(Br)ccc1OCC(=O)N/N=C/c1ccc(C)o1
    -1	0.1	0.3	10
- CCOc1ccc(NC(=O)CC(C)=O)cc1
    4	0.1	0.8	8
- COc1cc(C2Nc3ccccc3C(=O)N2Cc2ccco2)ccc1O (configuration not stated)
    -29	0.6	1.7	7
- CCCN1CCC(N(C(=O)c2ccc(NC(=O)c3ccc(Cl)nc3)cc2)C2CC2)CC1
    5	0.0	0.3	6
- CC(C)(C)NCCCCOc1cccc(Cl)c1
    -7	-0.2	-0.3	-10
- CC(C)CCNC(=O)C(=O)NCc1cccc(CNC(=O)C(=O)NCCC(C)C)c1
    -7	0.0	0.9	-6
- COc1ccc2c(c1OC)C(=O)O[C@@H]2[C@H]1c2c(cc3c(c2OC)OCO3)CCN1C
    -8&3	0.1&0.0&0.0	0.6&0.5&1.7	19&12&7
- COc1ccc(CC(=O)N(C)c2ccccc2)cc1
    -7	-0.1	1.8	-12
- CC(NC(=O)OCc1ccccc1)C(=O)N/N=C/c1ccc(F)cc1 (configuration not stated)
    1	0.1	2.1	2
- CC1CCN(Cc2c(F)cccc2F)CC1
    -11	0.1	3.7	63*
- CC(=O)n1c2c(c3ccccc31)OC(N)=C(C#N)C2c1ccsc1 (configuration not stated)
    -2	0.2	-0.7	15
- CCCCCCCCC1CC1(C(=O)O)C(=O)O (configuration not stated)
    -27	0.1	2.3	-3
- Cc1noc(C2CN(C(=O)c3ccc(-n4cccc4)cc3)C2)n1
    3	-0.1	-0.4	55*
- Cc1ccc(Cn2c(N3CCCCCC3)nc3c2c(=O)[nH]c(=O)n3C)cc1
    -1	0.0	-0.6	11
- COCc1c(C(=O)N/N=C(/C)c2ccccc2O)nnn1-c1nonc1N
    6	0.0	1.2	9
- O=C(Cn1cnc2c(oc3ccccc32)c1=O)NCc1ccccc1Cl
    -2	0.0	0.4	-13
- COc1ccccc1C(=O)N/C(=C\c1ccccc1)C(=O)NCC(=O)O
    6	0.0	0.1	0
- CSCc1csc(NC(=O)Cc2ccc(Cl)cc2)n1
    18	-0.1	-0.6	11
- CCOC(=O)C1(CCCc2ccccc2)CCN(C(=O)CCOC)CC1
    -5	0.0	0.3	6
- Cc1ccsc1CCNC(=O)CN(C)S(=O)(=O)c1ccc2c(c1)C(C)(C)C(=O)N2C
    4	0.0	0.6	14
- Cc1cc(/C=C2\SC(=O)N(CC(=O)N3CCOCC3)C2=O)ccc1N1CCCC1
    -12	-0.2	1.3	-4
- C=CCN(c1ccccc1)S(=O)(=O)c1ccc(F)c(C(=O)Nc2ccc(C)c(F)c2)c1
    -1	0.0	-0.5	-8
- O=C(COc1cccc2ccccc12)Nc1ccccc1C(=O)O
    -43	-0.2	0.1	-4
- CC(=O)c1cccc(NC(=O)N2Cc3ccccc3CC2S(C)(=O)=O)c1 (configuration not stated)
    4	0.0	1.6	9
- CCn1c(/C=C2\C(=O)N(C)c3ccc(C)cc32)nc2ccccc2c1=O
    0	0.3	0.6	22
- CCc1ccc2oc(-c3ccc(C)c(NC(=S)NC(=O)c4cc5ccccc5o4)c3)nc2c1
    -12	0.0	-0.2	-8
- CN1C(=O)[C@H]2CN(Cc3ccsc3)CCN2C(=O)[C@@H]1Cc1ccccc1
    9	0.9	1.8	13
- CC1CCCCC1NC(=O)/C(C#N)=C/c1ccc2c(c1)OCCO2 (configuration not stated)
    -12	-0.1	0.0	-6
- Cc1ccc(NC(=O)c2ccc(C)c(S(=O)(=O)N(CCO)CCO)c2)cc1
    -35	0.2	1.0	-3
- CSc1ccccc1C(=O)NCc1ccncc1
    -6	-0.1	1.3	0
- COc1cc(OC)c(-c2c3cc(O)c(=O)cc-3oc3cc(O)c(O)cc23)cc1OC
    8	-0.2	-1.0	110*
- COCCCNC(=O)C(C)N1C(=O)c2cccc3cccc1c23 (configuration not stated)
    4	0.0	0.2	-5
- CN(Cc1ccccc1)C1CCN(Cc2ccccc2[N+](=O)[O-])CC1
    4	-0.1	0.0	59*
- Cc1nc2sc(C(c3ccc([N+](=O)[O-])cc3)N3CCCC(C)C3)c(O)n2n1 (configuration not stated)
    5	-0.3	1.7	-10
- Cc1cc(C)cc(NC(=O)C2CC23CCN(C(=O)CSc2ncccn2)CC3)c1 (configuration not stated)
    -3	-0.1	1.3	0
- O=C1CCCN2N=C(SCC(=O)NCc3ccc(F)cc3)SC2=N1
    11	0.0	3.5	16
- COCCN1CCCc2ccc(NS(=O)(=O)c3ccc4c(c3)OCCO4)cc21
    10	0.0	-0.1	6
- Cc1noc(C)c1S(=O)(=O)N1CCCC(C(=O)N2CCc3ccccc3C2)C1 (configuration not stated)
    2	-0.3	-1.1	-9
- Cc1cccc(CC(=O)Nc2nnc3n2CCCS3)c1
    4	-0.2	1.0	7
- CC1CCCC(NC(=O)C2N(Cc3ccccc3Cl)C(=O)C3C(C(=O)Nc4ccc(Cl)cc4)C4C=CC32O4)C1C (configuration not stated)
    2	0.0	0.4	-4
- COc1ccccc1Cn1c(=S)[nH]c2cc(C(=O)N3CC=C(c4ccccc4)CC3)ccc2c1=O
    5	-0.1	1.9	14
- COc1ccc(-c2nc(=O)c3ccccc3o2)cc1
    -34	0.1	-5.3	9
- CC(C)CNC(=O)C(=O)NNC(=O)C(C)Oc1ccc(Cl)cc1Cl (configuration not stated)
    -2	-0.3	-0.2	-5
- Cc1ccc(C2CC3CCC(C2)N3C(=O)c2cscn2)cc1 (configuration not stated)
    1	0.0	-0.9	5
- O=C(NC(=S)NC1CCS(=O)(=O)C1)c1cccs1 (configuration not stated)
    -4	0.4	0.4	16
- NC(=O)c1c(NC(=O)CSc2nc(N)cc(=O)[nH]2)sc2c1CCC2
    2	-0.1	2.5	8
- O=C(O)c1cccc(N2C(=O)CSC2c2ccccc2Br)c1 (configuration not stated)
    6	0.1	-0.7	13
- Cc1cc(Cl)ccc1OCC(=O)N1CC(C)CC(C)C1 (configuration not stated)
    -4	0.1	0.6	2
- O=S(=O)(NCC1COc2ccccc2O1)c1ccc(OC(F)(F)F)cc1 (configuration not stated)
    6	-0.1	-1.5	-4
- O=C(Nc1ccc(Cl)c(Cl)c1)c1ccc(F)c(S(=O)(=O)NCc2ccco2)c1
    -6	0.0	-0.7	-8
- O=[N+]([O-])c1ccc(Cl)cc1NCCCO
    3	0.2	4.6	5
- COC(=O)c1ccc(NC2=NCC(=O)N2Cc2cccs2)cc1
    -5	0.7	-0.3	-5
- O=C(NCc1ccccc1F)c1ccccc1-c1ccccc1
    -10	0.5	-1.2	21
- CC(C)c1ccc2c(c1)c(SC(C)(C)C)c(CC(C)(C)C(=O)O)n2Cc1ccc(Cl)cc1
    -10&-3	0.1&-0.2&0.0	1.4&0.9&-0.5&-0.5	-11&5&4&0
- Cc1cc(C(=O)N2CCN(C3=NN=C(c4ccccc4)CS3)CC2)no1
    -26	-0.5	0.3	5
- Cc1cc(=O)c(C(=O)NCC(C)(C)CN(C)C)c(CC2CCCC2)n1C
    6	-0.1	0.2	-5
- CCCCC1CN(CCC(=O)NCc2ncc(C)[nH]2)Cc2ccccc2O1 (configuration not stated)
    -2	-0.1	3.1	3

Additional entries.
Second line of a record – TEAD-YAP block	FBW7 act	GPR151 ag	MITF primary
- Cc1nc2ccc(C(=O)N3CCSCC3)cc2s1
    4	-0.3	-0.2	12
- Cc1ccc2nc(Nc3ccccc3)c(/C=N/O)c(=O)n2c1
    4	0.3	0.6	10
- COc1ccc(NC(=O)c2cc(CC(C)C)oc2C)cc1
    -13	-0.1	-1.5	8
- COc1ccc(CCN2CCC(NCC3CC3)CC2)cc1
    8	-0.1	0.3	-5
- CC1=CC(C)(C)NC(=S)N1c1ccc(Cl)cc1
    6	-0.3	1.2	15
- COc1cc(OC)c(OC)cc1/C=C/c1nc2cc3ccccc3cc2c(=O)n1-c1ccc(F)cc1F
    -11	0.1	2.7	13
- COc1ccc(S(=O)(=O)N2CCOCC2)cc1[N+](=O)[O-]
    -4	-0.1	-0.3	-5
- CSc1ccc(S(=O)(=O)N(C)Cc2ccccc2)cc1
    -1	-0.1	-0.5	-4
- CCOC(=O)c1cn(CC(=O)Nc2ccc(Br)cc2)nn1
    0	0.3	0.7	9
- CN(C)c1ccc(Nc2nc(-c3cccnc3)cs2)cc1
    9	-0.4	-6.9	10
- CCCN(CCC)S(=O)(=O)c1cccc2nonc12
    -2	0.6	-1.1	19
- COc1ccc(CCNC(=O)c2ccc3c(=O)n(Cc4ccccc4)c(=S)[nH]c3c2)cc1OC
    -9	-0.1	-0.4	8
- CCOC(=O)N1CCN(c2ncnc3c2c(-c2ccccc2)cn3-c2cccc(C(F)(F)F)c2)CC1
    -5	-0.2	-0.4	-6
- CC(Nc1ccc(F)c(Cl)c1)C(=O)O (configuration not stated)
    -1	0.0	-0.3	-5
- C=CCN1C(=O)C2(NC(CC(C)C)C3C(=O)N(CCCC)C(=O)C32)c2ccccc21 (configuration not stated)
    3	-0.1	0.0	-2
- COc1ccc(C2CC(C(=O)NCCN3CCOCC3)N(C)S(=O)(=O)N2)cc1 (configuration not stated)
    3	-0.1	-0.3	-5
- CC(C)NS(=O)(=O)c1ccc2[nH]c(=O)sc2c1
    9	0.2	-1.3	0
- CCOc1cccc2cc(-c3csc(Nc4cccc(C(F)(F)F)c4)n3)c(=O)oc12
    0	0.3	-0.8	5
- O=C(CSCC(=O)Nc1ccc2ccccc2c1)NCc1ccccc1
    -8	0.0	-0.6	8
- Cc1ccc(CN2CCNC(=O)C2CC(=O)N(C)Cc2ccno2)o1 (configuration not stated)
    7	0.0	1.7	-4
- CC1(C)CC(=O)C2=C(C1)Nc1c(c(=O)[nH]c(=O)n1Cc1ccccc1)C2c1cccs1 (configuration not stated)
    -2	0.3	4.2	13
- CCN1C(=O)N(CC)C2OCOC21 (configuration not stated)
    6	0.0	2.0	13
- CCc1ccc(S(=O)(=O)Nc2nnc(N)s2)cc1
    -5	-0.2	-0.1	9
- O=C(CCc1ccccc1O)N/N=C/c1cc([N+](=O)[O-])ccc1N1CCCC1
    6	-0.1	0.2	-1
- Cc1nnc2c(NC(C)C)nc3ccccc3n12
    2	0.3	1.7	15
- CCc1ccc(NC(=O)CN(C)S(=O)(=O)c2ccc3c(c2)CCC(=O)N3)cc1
    9	0.3	-0.6	9
- CCOc1cc(/C=C(\C#N)c2nc3ccc(C)cc3[nH]2)cc(I)c1O
    -7	0.4	-0.5	3
- CC1=NN(CCc2nc(-c3ccc(Cl)cc3)cs2)C(=O)C1
    9	-0.3	0.0	15
- COc1ccc(NCCCC(=O)N/N=C/c2ccccc2)cc1
    13	0.0	0.6	12
- COc1cc(C#N)ccc1OCC(=O)N(C)Cc1ccc(F)cc1
    -11	-0.3	8.0*	-15

Next part; it opens with the 7 that closed the last part.
Second line of a record – TEAD-YAP block	FBW7 act	GPR151 ag	MITF primary
- O=C(CCc1ccccc1O)N/N=C/c1cc([N+](=O)[O-])ccc1N1CCCC1
    6	-0.1	0.2	-1
- Cc1nnc2c(NC(C)C)nc3ccccc3n12
    2	0.3	1.7	15
- CCc1ccc(NC(=O)CN(C)S(=O)(=O)c2ccc3c(c2)CCC(=O)N3)cc1
    9	0.3	-0.6	9
- CCOc1cc(/C=C(\C#N)c2nc3ccc(C)cc3[nH]2)cc(I)c1O
    -7	0.4	-0.5	3
- CC1=NN(CCc2nc(-c3ccc(Cl)cc3)cs2)C(=O)C1
    9	-0.3	0.0	15
- COc1ccc(NCCCC(=O)N/N=C/c2ccccc2)cc1
    13	0.0	0.6	12
- COc1cc(C#N)ccc1OCC(=O)N(C)Cc1ccc(F)cc1
    -11	-0.3	8.0*	-15
- CC(=O)c1ccc(NC(=O)c2cc(-c3ccccc3C)nc3ccccc23)cc1
    15	0.1	0.4	6
- Fc1ccc(Nc2cccc3nccnc23)cc1
    -12	-0.5	0.4	11
- COc1cccc(Nc2nc(Cc3ccccc3)nc3sc(C)c(C)c23)c1
    17	-0.1	1.1	3
- O=c1oc(-c2cccc(Cl)c2)nc2scc(-c3ccc(Br)cc3)c12
    -3	-0.1	0.7	-5
- O=C(Nc1ccccc1F)c1ccc(N2CC3CC(C2)c2cccc(=O)n2C3)c(NC(=O)c2c(F)cccc2F)c1 (configuration not stated)
    -4	-0.3	0.7	-7
- CC(C)Oc1ccc(CN2CCc3nnc(CCNC(=O)C4CCC4)n3CC2)cc1
    1	-0.1	-1.4	-15
- Cc1ccc(NS(=O)(=O)c2cc(C(=O)NCc3ccccn3)ccc2Cl)cc1
    -3	-0.2	0.0	5
- CC1(C)CC2CC(C)(CN2C(=O)CSc2n[nH]c(-c3cccs3)n2)C1 (configuration not stated)
    6	-0.1	1.1	-2
- COc1ccc(-c2c(C#N)c(SCC(=O)Nc3nccs3)nc3c2CCC3)cc1
    11	0.2	1.7	-19
- CCN(CC)CCNc1ncnc2c1cnn2-c1cc(Cl)ccc1C
    1	0.3	-2.0	-7
